# Compound activity from PubChem.
# ssDAF12 agonist: S. stercoralis DAF-12 nuclear receptor activators, primary screen, cell-based, luminescence, HEK293, GRIP1 co-expression, lit1-tk-luc; Nuclear hormone receptor DAF-12 (Strongyloides stercoralis); 1% of 370,000 active; activation, % at 6.8 µM; HEK293 ssDAF-12/GRIP1 lit1-tk-luc reporter; % of 3 µM dafachronic acid response; AID 652126, 2013;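 active = activation above the mean over all tested compounds plus 3 SD, cut at about 0.9% in these data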;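 note: 0% = DMSO-only wells and 100% = 3 µM delta7-dafachronic acid wells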
# DAX1 inh-1: DAX1 (NR0B1) inhibitors, primary screen, cell-based, HEK293, Gal4-DAX1, luciferase luminescence; Nuclear receptor subfamily 0 group B member 1 (Homo sapiens), P51843; HEK293 Gal4-DAX1 luciferase reporter; inhibition, % at 6.75 µM; 0.99% of 340,000 active; AID 504766, 2011;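 active = inhibition above the mean over all tested compounds plus 3 SD, cut at about 4.2% in these data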;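 note: 0% = DAX1-transfected cells with DMSO and 100% = empty-vector control cells with DMSO; inhibition shows as a rise in luminescence from relieved DAX1 repression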
# Target sequence (P51843 207-470 limits assumed): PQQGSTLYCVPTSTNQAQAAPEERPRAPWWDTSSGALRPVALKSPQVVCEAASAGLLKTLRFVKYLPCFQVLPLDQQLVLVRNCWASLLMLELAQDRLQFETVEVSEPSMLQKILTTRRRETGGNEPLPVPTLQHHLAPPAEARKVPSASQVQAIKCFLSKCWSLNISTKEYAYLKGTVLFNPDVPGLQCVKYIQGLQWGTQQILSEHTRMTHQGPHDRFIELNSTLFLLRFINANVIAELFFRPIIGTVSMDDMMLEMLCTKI
# HGIII-sPLA2 inh: human group III sPLA2 inhibitors, primary screen, biochemical, QFRET, BODIPY PC-A2 liposome substrate; Group 3 secretory phospholipase A2 (Homo sapiens), Q9NZ20; QFRET BODIPY PC-A2 liposome hydrolysis, fluorescence; inhibition, % at 12.2 µM; 0.56% of 370,000 active; AID 743126, 2013;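 active = inhibition above mean plus 3 SD of compounds lying within the high and low control bounds, cut at about 19% in these data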;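 note: 0% = median of test compound wells and 100% = no enzyme DMSO wells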
# Target sequence (Q9NZ20 whole entry, looked up): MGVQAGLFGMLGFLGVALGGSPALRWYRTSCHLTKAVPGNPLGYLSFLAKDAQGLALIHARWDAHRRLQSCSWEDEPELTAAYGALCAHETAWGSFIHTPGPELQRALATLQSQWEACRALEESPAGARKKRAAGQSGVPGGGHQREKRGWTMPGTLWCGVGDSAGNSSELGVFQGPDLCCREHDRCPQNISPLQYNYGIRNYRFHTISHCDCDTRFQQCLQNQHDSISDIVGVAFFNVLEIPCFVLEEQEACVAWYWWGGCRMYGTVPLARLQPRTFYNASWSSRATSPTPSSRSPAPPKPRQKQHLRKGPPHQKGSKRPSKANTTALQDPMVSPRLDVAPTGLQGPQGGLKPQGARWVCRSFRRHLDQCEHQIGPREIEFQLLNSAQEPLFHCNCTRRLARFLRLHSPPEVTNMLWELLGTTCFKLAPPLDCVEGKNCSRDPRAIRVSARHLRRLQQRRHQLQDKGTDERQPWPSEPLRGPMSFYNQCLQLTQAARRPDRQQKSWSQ
# Rev-erbA mod: modulators of Rev-erb alpha DNA binding, primary screen, biochemical, FITC-DNA, fluorescence polarization, uHTS | Nuclear receptor subfamily 1 group D member 1 (Homo sapiens), P20393 | Rev-erbα–FITC-DNA binding, 90 min | activity, % at 10 µM | 0.79% of 370,000 active | AID 1259318, 2017;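 active = activity above about 14%, limit read from the data; passing the limit was not always enough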;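 note: 0% = DMSO wells with 35 nM protein and 100% = DMSO wells with 750 nM protein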
# DAX1 inh-2: DAX1 (NR0B1) inhibitors on StAR promoter, primary screen, cell-based, luminescence, SF-1 (NR5A1), full-length DAX-1; inhibition, % at 6.8 µM; HEK293T StAR-luciferase reporter, SF-1/DAX-1 repression relief; 1.1% of 370,000 active; AID 652010, 2013;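 active = inhibition above the mean over all tested compounds plus 3 SD, cut at about 3.6% in these data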;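 note: 0% = DAX-1 cells with DMSO and 100% = cells lacking DAX-1 with DMSO; higher inhibition means more luminescence from relief of DAX-1 repression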
# GAA850 FXN act: FXN promoter activators, primary screen, cell-based, luciferase luminescence, HEK293 lucGAA850. HEK293 lucGAA850 FXN promoter luciferase reporter, 24 h; percent of 10 µM SAHA response. activation, % at 6 µM. 0.56% of 360,000 active. AID 540364, 2011;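 active = activation above the average of all compounds screened plus 3 SD, cutoff fixed separately per campaign, cut at about 7.5% in these data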;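 note: 0% = DMSO wells and 100% = 10 µM SAHA wells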
# PG9 Ab binder: binders of HIV-1 gp120 antibody PG9, primary screen, biochemical, TR-FRET; 0.43% of 360,000 active; TR-FRET gp120-PG9 antibody binding; HIV-1 gp120 / PG9 antibody interaction; inhibition, % at 6.7 µM; in the data active = inhibition above about 8.5%
# PLCb3 inh: human PLC-beta3 inhibitors, primary screen, biochemical, fluorescence; 1-phosphatidylinositol 4,5-bisphosphate phosphodiesterase beta-3 (Homo sapiens), Q01970; Purified PLC-beta3, fluorogenic substrate; 0.18% of 370,000 active; inhibition, % at 12.2 µM; in the data active = inhibition above about 11%;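 note: 0% = median of compound wells on plate and 100% = full blocker control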
# hcDAF12 agonist: H. contortus DAF-12 nuclear receptor activators, primary screen, cell-based, luminescence, HEK293, lit1-tk-luc reporter; activation, % at 6.8 µM; HEK293 hcDAF-12 lit1-tk-luc reporter; 0% DMSO, 100% Δ7-dafachronic acid; 1.4% of 370,000 active; AID 652067, 2013;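 active = activation above the mean of all tested compounds plus 3 SD, cut at about 5.5% in these data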;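 note: 100% = response to 3 µM Δ7-dafachronic acid high control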
# SMARCA2 activ: SMARCA2 (BRM) function activators, primary screen, cell-based, luminescence, high throughput; MG213 cells, MMTV-luciferase reporter, dexamethasone, overnight; activation, % at 9.1 µM; AID 652017, 2013; 1% of 370,000 active; in the data active = activation above about 7.8%;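 note: 0% = vehicle wells and 100% = reference activator wells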
# hgDAF12 agonist: H. glycines DAF-12 receptor agonists, primary screen, cell-based, luminescence, HEK293, GAL4 fusion, UAS-luciferase | Nuclear hormone receptor DAF-12 (Heterodera glycines), GAL4 fusion | activation, % at 6.8 µM | HEK293 GAL4-hgDAF12 UAS-luciferase reporter, agonist luminescence; normalized to butyrate control | 1.8% of 370,000 active;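 active = activation above a cutoff set at the mean of all screened compounds plus 3 SD, cut at about 10% in these data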;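 note: 0% = DMSO wells and 100% = sodium butyrate wells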
# The depositor's hits bear a star; / = no result given.
SMILES,ssDAF12 agonist,DAX1 inh-1,HGIII-sPLA2 inh,Rev-erbA mod,DAX1 inh-2,GAA850 FXN act,PG9 Ab binder,PLCb3 inh,hcDAF12 agonist,SMARCA2 activ,hgDAF12 agonist
O=C(c1ccc(F)cc1)C1CCN(Cc2cn[nH]c2-c2ccc(F)cc2)CC1,-1.9,1.5,-11,-7,0.0,-0.6,-2.0,-6,3.1,0,-1.4
Cc1ccc(NC(=O)CN2CCC(NC(=O)Cc3ccccc3)CC2)c(C)c1,1.2*,2.2,-7,-1,-0.2,0.2,0.6,0,-1.1,1,1.8
CCOC(=O)C1=C(C)N=C2SC(C)C(=O)N2C1c1ccc(OCC)c(OCC)c1 (configuration not stated),-1.2,-0.2,-33,-3,0.1,0.7,2.4,1,-0.8,-3,-1.4
CCCNC(=O)C[C@H]1CC[C@@H]2[C@H](COC[C@@H](O)CN2C(=O)c2ccccn2)O1,-0.9,/,6,3,-0.9,/,-0.4,4,0.7,-6,-2.1
CN(C)C=NC(=O)c1cc(C(=O)c2ccccc2Cl)c[nH]1,-1.8,-0.2,-1,-2,-0.3,0.0,-1.3,0,-2.1,2,0.3
CN(C)/C=C(\C#N)C(=O)Nc1ccc(F)cc1,-0.8,1.0,3,-3,1.5,3.2,-0.2,0,0.9,5,6.5
O=C1CC(c2ccc(Cl)cc2)Oc2ccc(Cl)cc21 (configuration not stated),-0.9,-1.2,-12,0,-1.6,0.1,0.4,-5,-2.1,-1,1.7
CCOc1ccccc1NC(=O)C1C2CCC(O2)C1C(=O)O (configuration not stated),-1.5,2.0,-1,-2,0.0,5.9,-1.6,-3,0.4,6,0.3
Cc1ccc(CN2CCN(Cc3ccc(C)s3)CC2CCO)cc1 (configuration not stated),-0.9,-1.1,-7,0,-0.2,0.5,-0.9,2,-1.9,1,-3.0
NC(=O)Cn1cc(C(=O)COc2ccccc2)c2ccccc21,-1.5,/,3,-3,-0.5,/,0.7,-16,-1.6,0,1.9
O=C1CC2CS(=O)(=O)CC2N1c1ccc(Oc2ccccc2)cc1 (configuration not stated),-0.8,-1.6,10,-3,0.2,-2.0,-0.1,6,1.0,-3,-0.7
COc1ccc(Oc2cccc(Cl)c2CNC(=O)CCC(=O)O)cc1,-2.0,1.1,3,6,-0.3,-0.7,0.6,-6,1.6,-4,-0.4
CCOC(=O)C1=C(N)Oc2c(oc(CO)cc2=O)C1c1ccccc1 (configuration not stated),-0.6,-0.6,5,-8,-0.3,-0.2,-0.9,-2,-1.8,-3,-0.5
O=S(=O)(NCC1CCCO1)c1ccccc1F (configuration not stated),-0.9,-0.4,6,-5,-0.2,-1.1,-1.0,-4,-0.5,-1,-0.5
CCCCn1c(N)c(N(CC(C)C)C(=O)Cn2c(=O)cnc3ccccc32)c(=O)[nH]c1=O,-1.0,1.5,-2,5,-0.2,-2.2,-0.4,2,-1.2,-2,0.9
Cc1ccc(NC(=S)NCCCN2CCOCC2)cc1C,-0.8,0.6,3,7,0.1,0.5,1.0,-2,-0.3,1,0.6
Cc1cc(N2C(=O)C(O)=C(C(=O)c3ccc(C)o3)C2c2cccc(Oc3ccccc3)c2)no1 (configuration not stated),-1.2,-0.7,-13,-5,0.8,1.7,6.7,-31,-1.6,-1,-2.3
CCOc1ccc(C(=O)C2CCN(C(=O)c3ccccc3C(=O)O)CC2)cc1,-1.6,1.9,8,-3,-0.6,-0.4,1.1,0,-0.7,-3,-2.2
Cc1cc(C)n(C(=O)COc2ccc(Cl)cc2Cl)n1,-0.9,0.9,3,7,1.3,-2.3,0.2,-3,2.2,1,1.7
CCN1CCN(S(=O)(=O)c2ccc(S(=O)(=O)NCC3CCCO3)cc2)CC1 (configuration not stated),-1.2,-0.8,-3,-3,-0.7,-1.8,1.6,6,-1.5,-2,-0.1
Cc1ccc(NC(=O)C2CC(=O)NC(Nc3cccc(C)c3)=N2)cc1 (configuration not stated),-0.8,-0.3,-2,-4,-0.8,-0.4,-0.8,1,-0.9,-1,4.9
Cc1ccccc1NC(=O)c1ccc(C)c(S(=O)(=O)Nc2ccccn2)c1,-0.9,1.0,-6,-9,-0.9,-0.5,-1.6,-17,0.3,-3,0.0
COC(=O)c1ccc(NC(=S)NCCc2cccc(C)c2)cc1,-1.0,-1.6,-22,0,-0.2,0.4,-0.3,-1,-1.3,-3,-1.1
O=C(/C=C/c1ccccc1[N+](=O)[O-])NCCCN1CCCC1=O,-1.3,0.5,0,-1,2.3,2.5,-1.6,-7,3.6,-1,2.1
O=C(CCCc1ccccc1)NC1CC1,-0.8,-0.4,-1,-9,0.1,2.2,-0.7,0,5.7*,1,1.4
O=C(Nc1ccccc1N1CCOCC1)c1cccc2ccccc12,-1.1,1.1,0,-6,-0.8,0.4,-2.0,0,-1.9,0,0.0
Cc1cccc(Nc2nnc(SCC(=O)c3ccc(Br)s3)s2)c1C,-0.7,1.3,-51,4,0.0,1.7,-1.6,0,1.9,-1,-1.3
C=CC[C@@H](CC(=O)N[C@H](CO)Cc1ccccc1)C(=O)N[C@H](COC(=O)[C@@H](CC=C)Cc1ccc(F)cc1)Cc1c[nH]c2ccccc12,-1.4,-1.3,-94,0,-0.6,-8.7,-1.2,0,-2.1,-2,-3.6
CCCCOC(=O)CCCN1C(=O)/C(=C2\SC(=S)N(CCCC(=O)OCCCC)C2=O)SC1=S,0.0,/,18,6,-0.1,1.5,-1.9,-5,3.1,-2,0.2
CC(C)n1cc(CN2CCN(C)C(CCO)C2)c2ccccc21 (configuration not stated),-1.3,-0.6,3,10,-0.6,0.2,-1.0,-1,0.5,0,-2.0
CCOc1ccc(-c2nnc(-c3ccncc3)o2)cc1,-0.1,1.1,2,-5,2.4,0.0,-0.1,-137,1.9,6,8.0
O=C1CN(C(=O)NCC(=O)N[C@H](C(=O)O)c2ccccc2)c2ccccc2N1,-1.4,0.3,-1,-10,0.0,0.7,-2.3,-11,0.0,-2,-0.7
COC(=O)C1CCN(CC(=O)NC(=O)NC2CCCCC2)CC1,-0.8,-0.3,4,-2,0.3,0.5,0.8,-1,-0.7,-3,-4.2
Cc1ccc(C)c(N(CC(=O)NCc2ccco2)C(=O)CCC(=O)Nc2ccccn2)c1,-1.1,-0.7,-8,-3,-0.4,-2.9,0.4,-1,-1.0,1,-0.3
CC(=O)c1c(C)[nH]c(C(=O)OCC(=O)N2CC(C)OC(C)C2)c1C (configuration not stated),-1.1,-1.0,8,-1,-1.1,-1.2,0.6,-1,-0.4,-4,-0.6
Oc1cc(Cl)cc(Cl)c1Cl,-1.1,-0.2,-2,-9,0.2,-1.5,-1.0,-1,-1.2,-4,0.0
CCc1ccccc1NC(=O)COC(=O)c1c(C)nsc1NC,-1.7,-1.4,4,-4,-1.9,-1.6,0.2,-7,-2.8,-1,-2.9
O=C(NCc1ccc(F)cc1)C(c1cccnc1)N(C(=O)c1csnn1)c1ccccc1 (configuration not stated),-1.0,-0.5,-1,-3,0.2,-2.4,-2.0,0,3.7,9.0*,-2.3
CC(C)(C)OC(=O)N1CCC(c2c(C(=O)O)cnn2-c2ccc(Cl)cc2)CC1,-0.1,0.9,-11,0,-0.4,1.4,-1.0,-3,2.5,-2,1.1
CCCSc1nnc(-c2ccccc2N)c(=O)[nH]1,0.3,3.2,10,10,2.9,11*,-0.6,-4,7.1*,0,8.0

# Reprinted from the part before: five entries, then new ones.
SMILES,ssDAF12 agonist,DAX1 inh-1,HGIII-sPLA2 inh,Rev-erbA mod,DAX1 inh-2,GAA850 FXN act,PG9 Ab binder,PLCb3 inh,hcDAF12 agonist,SMARCA2 activ,hgDAF12 agonist
Oc1cc(Cl)cc(Cl)c1Cl,-1.1,-0.2,-2,-9,0.2,-1.5,-1.0,-1,-1.2,-4,0.0
CCc1ccccc1NC(=O)COC(=O)c1c(C)nsc1NC,-1.7,-1.4,4,-4,-1.9,-1.6,0.2,-7,-2.8,-1,-2.9
O=C(NCc1ccc(F)cc1)C(c1cccnc1)N(C(=O)c1csnn1)c1ccccc1 (configuration not stated),-1.0,-0.5,-1,-3,0.2,-2.4,-2.0,0,3.7,9.0*,-2.3
CC(C)(C)OC(=O)N1CCC(c2c(C(=O)O)cnn2-c2ccc(Cl)cc2)CC1,-0.1,0.9,-11,0,-0.4,1.4,-1.0,-3,2.5,-2,1.1
CCCSc1nnc(-c2ccccc2N)c(=O)[nH]1,0.3,3.2,10,10,2.9,11*,-0.6,-4,7.1*,0,8.0
O=C(O)C1C2C=CC(C2)C1C(=O)NCCc1cccc(Cl)c1 (configuration not stated),-0.8,-0.2,4,-5,0.4,0.0,-0.6,1,-0.2,-1,-0.2
CCN(CC)c1ccc(C=Nc2cccc(S(=O)(=O)N3CCOCC3)c2)c(O)c1,-0.8,0.1,4,0,-2.2,-1.0,-0.7,-63,-1.7,0,2.3
CCCCCC(=O)Nc1cccc(C2=NOC3(C2)C[C@@H](C(N)=O)N(C(=O)c2cc([N+](=O)[O-])cc([N+](=O)[O-])c2C)C3)c1 (some centres not stated),-1.0,1.0,-12,2,-0.5,1.3,0.6,2,-1.2,0,-1.9
COc1ccc(-c2c(C)[nH]n3c(=O)c(Cc4ccccc4)c(C)nc23)cc1,-1.4,-0.7,-1,2,-1.1,-0.8,1.3,-17,-1.8,-5,1.0
C=C(C)c1cccc(C(C)(C)NC(=O)N2CCN(C/C=C/c3ccccc3)CC2)c1,-1.3,0.2,-19,9,-0.5,-0.7,-0.1,-6,-1.6,0,-0.8
COc1ccc2[nH]c(=O)c(CN(Cc3nnnn3Cc3ccc(F)cc3)CC3CCCO3)cc2c1 (configuration not stated),-0.9,-0.4,-6,2,0.2,2.3,0.9,-36,-2.8,2,-1.6
CC(=O)Nc1ccc(CN2CCC2(C)C(=O)NC2CCN(Cc3ccccc3)CC2)cc1 (configuration not stated),-0.4,/,4,-7,-0.6,0.6,1.6,0,-1.8,-4,-3.6
